# HTR2A ag = mouse Htr2a agonists via beta-arrestin recruitment, primary screen, cell-based, luminescence; 5-hydroxytryptamine receptor 2A (Mus musculus), P35363; CHO-K1 mHTR2A beta-arrestin complementation; percent of 30 µM serotonin response; activation, % at 7.6 µM; 360,000 compounds, 0.66% hits; AID 624169, 2012;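 active means activation above a run cutoff, the mean activation of all tested compounds plus 3 SD, cut at about 14% in these data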;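 further: 0% = plate median of compound wells and 100% = 30 µM serotonin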
# Target sequence (P35363 whole entry, looked up): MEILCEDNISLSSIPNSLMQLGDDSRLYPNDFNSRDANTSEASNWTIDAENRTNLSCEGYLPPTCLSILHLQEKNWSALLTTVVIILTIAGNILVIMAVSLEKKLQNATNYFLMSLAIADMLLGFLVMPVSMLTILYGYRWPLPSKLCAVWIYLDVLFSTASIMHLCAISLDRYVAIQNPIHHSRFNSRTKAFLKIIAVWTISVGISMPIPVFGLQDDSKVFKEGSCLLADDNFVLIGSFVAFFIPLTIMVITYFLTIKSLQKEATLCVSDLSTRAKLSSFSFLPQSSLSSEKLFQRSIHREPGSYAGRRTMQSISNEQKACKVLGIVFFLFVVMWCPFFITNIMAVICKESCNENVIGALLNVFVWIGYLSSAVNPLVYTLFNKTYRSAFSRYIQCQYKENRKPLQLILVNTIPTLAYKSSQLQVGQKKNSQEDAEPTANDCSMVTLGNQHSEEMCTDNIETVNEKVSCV
# Peg3 promoter = Peg3 promoter-driven luciferase inhibitors, primary screen, cell-based, HeLa, luciferase luminescence; 360,000 compounds, 1.7% hits; inhibition, % at 20 µM; HeLa PEG-Prom luciferase reporter, overnight;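 active means inhibition of at least 50% at 20 µM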
# PDI turbidity = inhibitors of human PDI, primary screen, biochemical, turbidity, single point, plate reader; Protein disulfide-isomerase (Homo sapiens), P07237; PDI insulin aggregation turbidity, A650, 90 min; inhibition, % at 10 µM; 350,000 compounds, 0.052% hits; AID 588391, 2011;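 active means mean inhibition across replicates of 30% or more, whatever share of single replicates reach that level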;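 further: absorbance from insulin aggregation driven by PDI reduction with DTT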
# Cardio protect = cardioprotection against H2O2-induced cell death, primary screen, uHTS, H9c2 cells, ATPLite luminescence. AID 588492, 2011. protection from H2O2 cell death, % at 20 µM. H9c2 cardiomyocytes, H2O2 injury protection, 2 h. 360,000 compounds, 0.63% hits;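 active means compounds giving at least 50% protection of heart cells from peroxide-induced death in the single-dose screen, raw or plate-pattern-corrected value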;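 further: 0% = DMSO wells with peroxide and 100% = DMSO wells without peroxide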
# Shn3 inh set2 = reduction of Shn3 3'UTR firefly luciferase signal, primary screen, Schnurri-3 inhibitor project, cell-based, Clone20 osteoblasts, set 2. Clone20 osteoblast Shn3 3'UTR firefly luciferase, 24 h. inhibition, % at 12.5 µM. 360,000 compounds, 0.52% hits. AID 588674, 2011;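 active means mean inhibition of at least 75% with every replicate also reaching 75%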;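 further: 0% = median of neutral control wells and 100% = pilot-screen positive control compound; some compounds past the cut are filed as inactive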
# NR2E3 ag-1 = NR2E3 agonists in two-hybrid cells, primary screen, cell-based, luminescence, CHO-S, Gal4-NCOR/VP16-NR2E3. inhibition of corepressor binding, % at 3.98 µM. AID 602229, 2012. Photoreceptor-specific nuclear receptor (Homo sapiens), Q9Y5X4. 360,000 compounds, 0.35% hits. luciferase;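 active means inhibition above the mean of all tested compounds plus 3 SD, cut at about 70% in these data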;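 further: 0% = DMSO with NR2E3 transfected cells and 100% = cells lacking NR2E3 construct; higher means lower luciferase signal from less NR2E3 corepressor binding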
# Target sequence (Q9Y5X4 whole entry, looked up, the tested form may be a part): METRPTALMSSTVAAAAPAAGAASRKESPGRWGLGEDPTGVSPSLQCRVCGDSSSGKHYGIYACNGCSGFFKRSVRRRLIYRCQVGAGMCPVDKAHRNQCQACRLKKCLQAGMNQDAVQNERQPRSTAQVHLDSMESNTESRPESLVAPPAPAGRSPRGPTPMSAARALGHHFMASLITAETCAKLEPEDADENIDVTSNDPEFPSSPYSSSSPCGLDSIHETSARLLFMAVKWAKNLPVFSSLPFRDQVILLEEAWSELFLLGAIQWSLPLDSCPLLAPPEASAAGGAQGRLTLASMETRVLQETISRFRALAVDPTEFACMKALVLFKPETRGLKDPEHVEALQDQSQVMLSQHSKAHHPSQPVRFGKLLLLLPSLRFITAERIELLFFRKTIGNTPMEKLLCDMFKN
# NR2E3 ag-2 = inhibitors of NR2E3-RetCOR corepressor binding, primary screen, NR2E3 agonist project, biochemical, TR-FRET, GST-NR2E3, biotin-RetCOR; Photoreceptor-specific nuclear receptor (Homo sapiens), Q9Y5X4; AID 2300, 2010; 320,000 compounds, 0.12% hits; inhibition of corepressor binding, % at 4.78 µM; 1536-well;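 active means percent inhibition above the cutoff of mean plus 3 SD of all tested compounds, set per screening campaign, cut at about 20% in these data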;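 further: 0% = DMSO wells and 100% = biotin wells as full block of FRET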
#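 Format: 1536-well format; test system: GST-NR2E3 and biotin-RetCOR proteins; read-out basis: percent inhibition of TR-FRET ratio; timing: 5 h incubation at 4 °C; detection: time-resolved FRET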
# HIF-2a inh = HIF-2a reporter inhibitors, primary screen, luminescence, 786-0 RCC cells. 360,000 compounds, 0.72% hits. inhibition, % at 18.8 µM. 786-0 RCC cells HIF-2a reporter, luciferase luminescence, overnight;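 active means inhibition of the luminescence signal of 40% or more relative to plate controls, in a single-dose primary screen at 18.75 µM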
# TRPM1 prom inh = inhibitors of MITF-dependent TRPM1 promoter reporter, primary screen, cell-based, SK-MEL-5, single point, luciferase. SK-MEL-5 TRPM1 promoter luciferase, 24 h. inhibition, % at 12.5 µM. 330,000 compounds, 0.83% hits. AID 488899, 2010;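 active means mean inhibition across replicates of 60% or more, whatever share of single replicates reaches that level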; further: values of inactives mirror those of a sister screen read the other way
# hiPSC survival = enhancers of single-cell hiPSC survival, primary screen, ATPlite luminescence. 100% = ROCK inhibitor wells, 0% = DMSO. AID 602274, 2012. survival enhancement, % at 20 µM. 360,000 compounds, 0.044% hits; in the data active means survival enhancement above about 18%;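 further: cells exposed to compounds for 16 hours before the ATP read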
# CaV13 ICDI inh = Primary screen for inhibitors of IQ motif and Ca2+-dependent inactivation inhibitor domain binding in CACNA1D, Förster resonance energy transfer in living cells, …; AID 743397; HEK cells, CFP/YFP FRET ICDI-IQ, plate reader, 10 min; percent FRET-ratio fall versus neutral wells; inhibition, % at 12.3 µM; 340,000 compounds, 0.098% hits;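 active means mean replicate inhibition of at least 30% and at least 1% of replicates passing that level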;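 further: 0% = median of the neutral control wells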
# Numbers without * were called inactive; x = not tested or not shown.
# Values in the order – HTR2A ag, Peg3 promoter, PDI turbidity, Cardio protect, Shn3 inh set2, NR2E3 ag-1, NR2E3 ag-2, HIF-2a inh, TRPM1 prom inh, hiPSC survival, CaV13 ICDI inh
> Cc1ccc(S(=O)(=O)N(CC(=O)Nc2cccc(C(F)(F)F)c2)C(=O)N2CCN(C)CC2)cc1
→ -3, 12, 1, 2, 3, -10, 0, 0, 6, -0.6, -6
> O=C(c1ccccc1)C(C(=O)N1CCc2ccccc2C1)n1ccccc1=O (centres undefined)
→ -5, 28, -2, 7, 9, 2, -4, 15, 5, 0.7, -2
> O=C(O)C(c1ccccc1)N1C(=O)/C(=C\c2ccc(-c3ccccc3Cl)o2)SC1=S (centres undefined)
→ 0, 16, -2, -10, 6, -20, 6, 0, 1, 0.2, -28
> Cc1ccnc(N2C(=O)c3ccccc3C2Nc2ccccc2Cl)c1 (centres undefined)
→ -3, -16, x, 8, -24, -16, -1, -32, x, 2.5, -5
> O=C(NCCCCc1ccccc1)c1cccc([N+](=O)[O-])c1
→ 0, -5, -2, -2, 17, 11, 2, -21, x, -1.5, 2
> COCCNc1nc2cc(-c3ccc(C)cc3)sc2c(=O)n1C
→ 4, -304, -2, -8, -128, -101, x, -281, x, 3.5, -5
> CCOC(=O)c1ccc(NC(=O)NC2CC3CCC(C2)N3Cc2nnnn2C(C)(C)C)cc1 (centres undefined)
→ 4, 12, 1, 0, 13, -5, -1, 0, -1, -3.6, -5
> Cn1c(=O)c([N+](=O)[O-])c(NCC2CCCO2)c2ccccc21 (centres undefined)
→ -1, 12, 0, 6, -2, -4, -3, 4, -11, -0.8, -20
> Cc1ccc(C)c(N2CCN(CC3CC=CCC3)CC2)c1 (centres undefined)
→ -1, 2, -1, -7, 1, 0, 1, -21, 10, 0.2, -9
> CS(=O)(=O)c1ccccc1C(=O)Nc1ccc(S(=O)(=O)N2CCCC2)cc1
→ 4, 9, 13, -1, 4, 12, x, 0, -8, -1.9, -4
> O=C(CNC(=O)c1cccnc1)N/N=C/c1cccnc1
→ 6, 15, -11, -4, 4, -18, 0, -34, 0, -0.6, -15
> NNC(=O)c1csc(-c2ccccc2)n1
→ 2, -5, 6, -2, -12, -19, 3, -8, 4, 0.2, -5
> Cc1ccc(/C([O-])=C(/C(=S)NCc2ccc3c(c2)OCO3)[n+]2ccc(N(C)C)cc2)c(C)c1
→ 4, 5, 1, 8, 6, 9, -3, 2, 6, 1.7, -5
> COc1ccc2c(c1)C(c1ccc(N3CCOCC3)cc1)=NNC(c1cccnc1)=N2
→ -1, -1, -4, 8, -1, -16, 2, 18, -8, 1.8, -3
> CNC(CC(=O)c1ccc([N+](=O)[O-])cc1)C(Cl)(Cl)Cl (centres undefined)
→ 1, 101*, -14, -19, 38, -17, 6, 93*, 90*, -1.5, x
> COc1ccccc1NC(=O)c1cccc(S(=O)(=O)N2CCN(Cc3ccccc3)CC2)c1
→ -5, 6, 1, -7, 15, -16, -2, 6, 6, -0.5, -6
> O=C(Nc1ccccc1Cl)N1CCN(c2ncccn2)CC1
→ 1, 8, -28, 6, -7, 2, -5, -18, -2, 7.0, x
> CCCCCCCNC(=O)c1cc(-c2ccncc2)nc2ccccc12
→ -3, 19, -5, 2, 0, -5, -1, 23, 2, -0.4, -4
> C[n+]1ccc(C(=O)NCCC[N+](C)(C)C)cc1/C=N/O
→ -1, 8, -2, -5, 16, 12, 2, 14, 3, -0.2, -2
> COc1ccccc1N=Nc1ccc(O)c2ncccc12
→ -20, 20, -11, -3, 25, -52, 1, -96, 1, -0.3, -4
> C=C(C)c1cccc(C(C)(C)NC(=O)NC2CCCC2)c1
→ 6, 8, -3, 5, -12, -25, -2, 12, 9, 1.3, -1
> O=C(Nc1cn(-c2ccccc2)nc1-c1ccc(Cl)cc1)c1ccccc1
→ -3, -69, -14, -7, 5, -11, 0, -71, -12, -1.0, -8
> CC(Oc1ccc(Cl)cc1Cl)c1ccn[nH]1 (centres undefined)
→ -4, 0, 9, -3, -18, -10, 3, -7, -29, 1.1, 3
> CCN(CC)CCCNC(=O)C1c2ccccc2C(=O)N(CCOC)C1c1ccc(F)cc1 (centres undefined)
→ -2, -8, -1, -2, 15, -28, -1, 18, 0, -0.8, -2
> CCCCNC(=O)COC(=O)CCC(=O)c1ccc(Cl)cc1
→ 5, -1, -5, 8, -12, -22, 1, 12, 1, 0.7, -3
> CCN(CC)CCCCOc1ccccc1OC
→ -3, 2, 5, 1, 25, -8, 1, 20, -1, 0.9, -7
> COc1ccc(CCCC(=O)NC(C)c2ccccc2)cc1 (centres undefined)
→ 1, 0, 7, 2, 7, -19, -3, 6, 5, -0.1, -17
> S=C(NCC1CCCO1)NC1CCCC1 (centres undefined)
→ -1, 16, -10, 9, -20, 12, 1, 23, -1, 0.2, -6
> Cc1nc(C)c(-c2ccc(SCC(=O)Nc3cccc(Cl)c3C)nn2)s1
→ 1, -7, -3, 4, 6, -4, 14, -14, 7, 0.0, -5
> CCOc1cc(N2CCOCC2)c(OCC)cc1NC(=O)COC(=O)/C=C/c1ccc(OC(F)F)cc1
→ -2, -6, -2, 16, -3, -5, 0, 10, 4, -0.4, -6
> CCCCn1c(N)c(N(CCOC)C(=O)c2cc(S(=O)(=O)N3CCOCC3)ccc2F)c(=O)[nH]c1=O
→ -12, 8, 6, -4, 0, 30, -3, 2, 9, -0.4, -6
> COc1ccc(C(=O)N2CCN(C(=O)Cc3ccccc3)CC2)cc1OC
→ -2, 6, 8, 3, -1, -27, 2, -6, -6, 2.2, -3
> COc1ccc(-c2noc(COC(=O)c3ccco3)n2)cc1OC
→ 6, -3, -5, -1, -13, 3, -1, -5, -5, -0.4, -2
> CC(=O)Nc1ccc(NC(=O)COC(=O)Cn2cnc3ccccc32)cc1
→ -1, -3, -4, 3, 5, -21, x, 2, -7, 2.8, -10
> [O-][n+]1cccc2ncc3cscc3c21
→ 1, 3, -6, 12, -2, -13, -2, 12, -29, -0.8, -5
> O=C(Nc1ccccc1)C1=C[C@H](c2ccccc2)C[C@H](OCCCCO)O1
→ 1, -280, -2, -1, -44, -11, 2, -269, -62, 1.1, -3
> COC(=O)C1=C(O)/C(=C\c2cc(C)n(-c3ccccc3C)c2C)N=C1C
→ -3, -33, 4, -6, -14, -14, 0, -10, -80, -1.9, -8
> O=C(CCS(=O)(=O)c1ccc(Br)cc1)NCc1ccc(F)cc1
→ 3, 12, -5, -2, -19, -23, -1, 13, -1, 1.1, -7
> CC(OC(=O)/C=C/c1cccs1)C(=O)NC1CCCCC1C (centres undefined)
→ -1, 22, -1, -4, 18, -31, -3, 11, 13, 0.6, x
> COCC(=O)Nc1nc2ccc(C)cc2s1
→ -3, -210, -1, -8, -79, -122, 0, -149, -50, -2.7, x
> CCCCOc1ccc(C(=O)Nc2ccc(S(=O)(=O)Nc3cc(C)on3)cc2)cc1OC
→ -1, 6, -4, 4, 7, 1, -1, 1, -1, 1.9, x
> COc1cccc(OCCOc2ccccc2[N+](=O)[O-])c1
→ -2, -171, -4, -5, -53, -80, 3, -214, -51, 0.3, 0
> CCOC(=O)c1ccc(NC(=O)N2CCN(C(=O)C3CCCO3)CC2)cc1 (centres undefined)
→ -4, 6, -5, 12, 21, -9, 2, 10, 13, 1.2, -3
> Cc1cccn2c(=O)c(C=O)c(N3CCN(c4ccc(F)cc4)CC3)nc12
→ -2, 17, 9, 4, 21, -26, 0, 13, 3, 0.9, -4
> Cc1ccc2c(c1)c1c(n2CC(O)Cn2c(C)nc3ccccc32)/C(=N\O)CCC1 (centres undefined)
→ 4, 23, 1, -8, 17, -12, 2, -2, 10, -2.8, x
> CCOC(=O)C1CCN(C(=O)c2ccccc2NS(=O)(=O)c2ccc(C)cc2)CC1
→ 5, 8, -5, 0, 0, 4, x, 8, -2, -0.4, -6
> Cc1cccc(C)c1NC(=O)C1CC2CCC1C2 (centres undefined)
→ 0, -5, -2, 2, x, -7, 5, 8, -8, 1.0, -5
> NC(=O)c1ccsc1NC(=O)CS(=O)(=O)c1ccc(F)cc1
→ 3, -53, 0, 4, -17, -45, 3, -63, -22, -0.3, -6
> Cc1nn(C)c(C(=O)Nc2ccn(C34CC5CC(CC(C5)C3)C4)n2)c1[N+](=O)[O-]
→ 15*, 24, 0, -7, 26, 15, -2, 15, 0, -0.6, -3
> COc1ccc([C@@H]2CC=C(C(=O)O)[C@H](c3ccc(Br)cc3)N2S(=O)(=O)c2ccccc2C)cc1
→ -1, 17, 16, 0, -31, 27, x, 19, -6, -1.1, -5
> Cc1csc(NC(=O)c2cnc3ccccc3n2)n1
→ -4, -64, -72, -4, 22, -110, 10, -46, 10, -0.3, -4
> COc1ccc(C(=O)NC2CCCN(Cc3ccccc3F)C2)c(OC)c1OC (centres undefined)
→ -1, 10, 4, 4, 1, -25, 1, 16, -10, -0.5, -11
> CCCc1nc(C)c2c(=O)[nH]c(-c3cc(S(=O)(=O)N4CCN(CC)CC4)ccc3OCC)nn12
→ 0, 10, -19, 19, -17, -2, 1, -9, 3, 7.0, -4
> COc1ccc(/C=N\NC(=S)SCN2C(=O)C3CCC(C)(C2=O)C3(C)C)cc1 (centres undefined)
→ -3, 20, 13, 6, 1, -7, 0, 10, 1, -1.4, x
> O=C(NCCc1ccccc1)c1ccc(NC(=O)C2CC2)cc1
→ -4, -152, -6, 8, -19, -36, x, -179, -61, -1.7, -9
> COc1cccc(/C=C/C(=O)NCc2ccc(S(N)(=O)=O)cc2)c1
→ -5, -9, 4, 1, -14, -28, 1, -6, -12, 0.4, -4
> CNC(=O)c1ccc2snnc2c1
→ 2, 2, x, 8, 0, -2, 0, 7, x, 3.0, 4
> CCN1CCN(c2ncnc3sc4c(c23)CCC(C)C4)CC1 (centres undefined)
→ -7, 18, -3, 4, -23, -15, -1, 14, 9, -0.6, -20
> CCc1c(C)nc2[nH]nc(NC(=O)C(F)(F)F)n2c1=O
→ 2, -5, -8, 6, -12, 1, 1, 15, -10, 0.3, -8
> CCOC(=O)C1=C(C(F)(F)F)Nc2ncnn2C1c1cccc(OC)c1OC (centres undefined)
→ 1, 9, 7, 0, -8, -17, 3, 13, 1, -1.2, -14
> CCC1=C(OC(=O)N(CC)CC)N2C(=O)OC(=NCCc3c[nH]c4ccccc34)[C@]2(C)[C@H]2C1=CC[C@H]1C(=O)N(CC)C(=O)[C@H]12
→ 0, 12, -2, 8, 18, -19, 4, 1, 2, -1.8, -7

# High-throughput results deposited in PubChem by several laboratories.
